PI5P4Ka inh: inhibitors of human PI5P4K alpha; P48426; PI5P4Kalpha enzyme, ADP-Glo luminescence, 60 min; active compounds read low; max response, %; 1.2% of 330,000 active; AID 652105; active = max response of -50% or lower; inconclusive = between -30% and -50%; inactive = -30% or higher; note: value at the top dose of about 77 µM; % is set by controls: 0 for no effect and ±100 for the full control effect
Target sequence (P48426 whole entry, looked up): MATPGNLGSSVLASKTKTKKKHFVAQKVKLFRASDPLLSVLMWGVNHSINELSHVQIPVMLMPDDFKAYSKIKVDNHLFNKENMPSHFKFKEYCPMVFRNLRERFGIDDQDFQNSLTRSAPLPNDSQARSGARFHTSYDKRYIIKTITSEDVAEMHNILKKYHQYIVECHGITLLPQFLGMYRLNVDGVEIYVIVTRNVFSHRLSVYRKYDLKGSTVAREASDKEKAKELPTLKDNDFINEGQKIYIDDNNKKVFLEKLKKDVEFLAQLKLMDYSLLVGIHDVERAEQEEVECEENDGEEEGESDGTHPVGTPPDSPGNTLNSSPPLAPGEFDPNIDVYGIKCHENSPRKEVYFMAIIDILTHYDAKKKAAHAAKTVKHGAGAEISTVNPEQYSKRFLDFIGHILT
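PI5P4Kalpha ADP-Glo assay; 5 microM ATP final; 60 min RT reaction; HEPES pH 7.4/EGTA/CHAPS, 5% DMSO; controls lacking substrate or enzyme; luminescent end-point.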
WRN inhibitor: inhibitors of human WRN helicase | WRN helicase unwinding, fluorescent forked duplex, kinetic | Potency, µM (titrated, usually from 114 µM), for inactives: at the highest dose activity change, negative = inhibition, most hits filed as inhibitors | 0.46% of 360,000 active | AID 651768; note: potency is the fitted concentration of half-maximal effect; % is set by controls: 0 for no effect and ±100 for the full control effect; nearly all actives have a fitted effect of over 55% in size
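Kinetic red-fluorescence monitoring (525/598 nm) tracks WRN helicase activity after 100 nM fluorophore-quencher forked duplex and 2 mM ATP are added to 20 nM enzyme pretreated 15 min at room temperature with compound.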
IL-2 act: activates IL-2 in a cell-based reporter assay; AID 652025; activation, % (series mostly up to about 46 µM); IL-2 activation reporter assay, cell-based qHTS; stimulated with anti-CD3/CD4/CD28 beads; in transgenic mouse T cells; 0.065% of 360,000 active; in the data active = activation above about 50%; inconclusive = mostly about 30% to 49%; note: 0% is about no effect
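Readout is EGFP and DsRed signal by fluorescent plate cytometry after 18 h at 37 degrees C. Transgenic mouse T cells (750/well) received compound for 60 min before bead stimulation (anti-CD3, anti-CD4, anti-CD28); memory T cells served as non-tolerant control.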
GLP-1R agonist: agonists of human GLP-1 receptor; P43220; 0.007% of 380,000 active; Potency, µM (series often up to 45.6 µM), for the others: at the top dose activation, actives largely listed as activators; AID 624172; HEK293 GLP-1R CRE-luciferase, luminescence, 4-6 h; cells express a hypersensitive GLP-1R form; note: potency is the fitted concentration of half-maximal effect; % of control where 0% means no effect
D3 antag: blocks the human D3 dopamine receptor. max response, negative = inhibition, %. 2.5% of 360,000 active. D3R cells, DiscoveRx beta-arrestin luminescence, antagonist mode; active compounds read low. P35462; in the data active = max response below about -50%; inconclusive = no clear call, values can overlap the other calls; note: % is set by controls: 0 for no effect and ±100 for the full control effect; mostly tested at two doses, the higher about 12 µM
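Cells expressing the human receptor were seeded at 1500 cells/well, incubated overnight at 37 degrees C in 5% CO2, then exposed to library compounds with dopamine controls for 90 minutes at 37 degrees C before luminescent detection.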
GLP-1R inv ag: inverse agonists of human GLP-1 receptor; Potency, µM (titrated, usually from 38.3 µM), for the others: top-dose activity change, negative = inhibition, hits mostly inhibitors; AID 624417; P43220; 1.6% of 410,000 active; HEK293 GLP-1R CRE-luciferase, luminescence, 24 h; GLP-1R form is constitutively active; note: potency is the fitted concentration of half-maximal effect; % is set by controls: 0 for no effect and ±100 for the full control effect; nearly all actives have a fitted effect of over 55% in size
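Seeding at 200 cells/uL, 12 h culture, 24 hr compound treatment, then luciferase reagent and a luminescence read; cells are HEK293 stably expressing a constitutively active GLP-1R plus cAMP-responsive luciferase.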
D3 ag: agonists of human D3 dopamine receptor; AID 652048; D3R DiscoveRx beta-arrestin cells, luminescence, 90 min; max activation, %; 0.58% of 410,000 active; in the data active = max activation above about 30%; note: 0% is about no effect; mostly tested at two doses, the higher about 12 µM
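Agonist mode: compounds and dopamine controls were applied to plated cells for 90 min at 37 degrees C after an overnight attachment at 1500 cells/well. Luminescent read-out followed 30 - 60 minutes at room temperature with DiscoveRx detection reagent.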
PLK1 PBD inh: inhibitors of human PLK1 polo-box domain binding; Plk1 PBD binding of FITC phosphopeptide, fluorescence polarization; Potency, µM, for the others: max response, negative = inhibition, actives largely listed as inhibitors; 2.8% of 360,000 active; AID 720504; note: potency is the fitted concentration of half-maximal effect; series mostly up to about 57 µM; % is set by controls: 0 for no effect and ±100 for the full control effect; nearly all actives have a fitted effect of over 65% in size
Target sequence (P53350 whole entry, looked up, the tested form may be a part): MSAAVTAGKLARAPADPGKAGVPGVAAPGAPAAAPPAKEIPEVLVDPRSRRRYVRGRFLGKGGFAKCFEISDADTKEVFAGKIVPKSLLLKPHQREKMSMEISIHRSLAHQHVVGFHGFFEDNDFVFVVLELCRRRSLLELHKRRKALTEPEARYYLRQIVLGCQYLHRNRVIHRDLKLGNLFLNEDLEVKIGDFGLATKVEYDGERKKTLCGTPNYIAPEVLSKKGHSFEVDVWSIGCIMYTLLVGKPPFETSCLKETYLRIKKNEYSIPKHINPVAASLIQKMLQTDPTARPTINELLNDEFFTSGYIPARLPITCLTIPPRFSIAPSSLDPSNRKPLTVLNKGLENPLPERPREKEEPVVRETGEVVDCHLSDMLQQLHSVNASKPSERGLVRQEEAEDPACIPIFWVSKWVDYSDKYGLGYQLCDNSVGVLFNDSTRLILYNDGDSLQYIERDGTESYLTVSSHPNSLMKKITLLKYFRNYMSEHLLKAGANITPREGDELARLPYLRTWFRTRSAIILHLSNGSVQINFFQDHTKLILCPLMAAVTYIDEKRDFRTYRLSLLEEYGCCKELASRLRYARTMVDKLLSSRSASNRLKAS
GLP1R cytotox: cytotoxic in the GLP-1 receptor inverse agonist counter-screen; HEK293 cAMP-luciferase reporter cells, luminescence, 24 h; Potency, µM (doses to about 38.3 µM), for inactives: at the top dose activity change, negative = inhibition, hits mostly inhibitors; 0.13% of 410,000 active; AID 624418;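 note: loss of luciferase light is scored as toxicity; potency is the fitted concentration of half-maximal effect; % is set by controls: 0 for no effect and ±100 for the full control effect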
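Here, cytotoxicity is scored as loss of luminescence. The MLSMR collection was tested on cells seeded in medium containing 10% Nu serum, with a 24 hr compound exposure preceded by 12 hours of culture.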
* hit, by the source's call; u = inconclusive; x = no result given; & = joins results of further samples; [ ] = dose if it differs, or a comment. Unless noted, calls come from the whole dose curve; as a rule, active = well fitted curve in the direction sought with a large enough effect; inconclusive = small, poorly fitted or top-dose-only effect, or another doubt; inactive = no such curve, though single readings can be large; an effect the other way counts as inactive or inconclusive. An unsorted share of the library; any-hit rate near 7.8%.

SMILES	PI5P4Ka inh	WRN inhibitor	IL-2 act	GLP-1R agonist	D3 antag	GLP-1R inv ag	D3 ag	PLK1 PBD inh	GLP1R cytotox
CC1CN(CC(=O)Nc2nc3ccccc3s2)CC(C)O1 (stereo unspecified)	0	-25%	0.1	-1%	-17	11%	-1	-6%	5%
CCN1C(=O)C(CC(=O)Nc2ccc(F)cc2)N(CCc2ccc(OC)cc2)C1=S (stereo unspecified)	5	-31%	0.8	6%	-18	u	0	-2%	-8%
CC1(C(=O)NC2CCCCCCC2)CCC(=O)N1CCN1CCOCC1 (stereo unspecified)	x	-7%	-2.0	0%	-6	3%	-1	3%	1%
O=C(Nc1ccc(F)cc1)Nc1ccccc1NS(=O)(=O)c1cccs1	-1	-16%	-3.8	2%	-16	u	-1	-7%	-13%
Cc1ccc(C(CC(=O)O)NC(=O)c2ccc(S(=O)(=O)N3CCCC3)cc2)cc1 (stereo unspecified)	-1	2%	0.3	-1%	-7	27%	7	-13%	-7%
COC(=O)[C@]1(Cc2ccccc2)N[C@H](CN(C)C(=O)COc2ccccc2)[C@@H]2C(=O)N(Cc3ccccc3)C(=O)[C@@H]21	1	-1%	-0.5	6%	-14	-13%	2	-6%	-11%
CCCCNC(=O)CSc1nc2cc3c(cc2c(=O)n1CCCN(CC)CC)OCO3	-5	4%	-5.2	-2%	-10	-8%	-2	1%	-1%
Cc1ccc(S(=O)(=O)Nc2ccccc2CNc2ncc(Br)cc2Br)cc1	17	-10%	-5.0	-2%	3	10µM*	2	-1%	6%
COc1ccc2c(c1OC)c(=O)n1c3ccc(OC(C)C(=O)NCCN4CCOCC4)cc3c3ccnc2c31 (stereo unspecified)	1	11%	-0.6	7%	-8	12%	-2	-11%	8%
Nc1ccccc1Sc1c[nH]c2ccccc12	3	1%	-0.7	3%	-1	u	-1	1%	3%
O=C1c2ccccc2C(O)N1Cc1ccc2c(c1)OCO2 (stereo unspecified)	0	-3%	1.2	2%	1	12%	0	-9%	4%
CC1CCN(S(=O)(=O)c2ccc(NC(=O)Cc3cccs3)cc2)CC1	x	u	-2.1	13%	-11	u	-11	-4%	4%
Cc1c(NC(=O)/C(C#N)=C/c2c(Oc3ccccc3)nc3ccccn3c2=O)c(=O)n(-c2ccccc2)n1C	7	-21%	-0.3	12%	-4	118%[activator]	-6	-12%	-6%
Cc1cc(=O)oc2c(CN3CCN(CCO)CC3)c(O)ccc12	1	-4%	1.0	0%	18	-15%	-1	2%	175%[activator]
O=c1nc2c(O)cccn2c2c1c(=O)[nH]c1ccccc12	-58*	u	0.1	-7%	5	22%	4	24µM*	452%[activator]
CC1CN(C(=O)COc2ccc3ccccc3c2Br)CC(C)O1 (stereo unspecified)	-5	-16%	-1.0	9%	u	-49%	-27	-4%	-1%
Cc1nnc(SCC2=C(C(=O)O)N3C(=O)C(NC(=O)Cn4nc(C(F)F)c(Cl)c4C)C3SC2)s1 (stereo unspecified)	4	u	0.0	-3%	1	12%	1	u	0%
O=C(CSc1nncs1)Nc1cccc2ccccc12	-5	5%	0.0	1%	6	3%	0	-6%	-7%
COc1ccc(NC(=O)CSCC(=O)N2CCN(C(=O)c3ccco3)CC2)cc1	1	0%	-0.3	2%	-7	7%	-1	-6%	-5%
CN(C)CCCN(C(=O)CCSc1ccccc1)c1nc2cc3c(cc2s1)OCO3	1	-4%	-1.8	17%	-50*	u	-35	-27%	u

Reprinted from the part before: 3 compounds, then new ones.
SMILES	PI5P4Ka inh	WRN inhibitor	IL-2 act	GLP-1R agonist	D3 antag	GLP-1R inv ag	D3 ag	PLK1 PBD inh	GLP1R cytotox
O=C(CSc1nncs1)Nc1cccc2ccccc12	-5	5%	0.0	1%	6	3%	0	-6%	-7%
COc1ccc(NC(=O)CSCC(=O)N2CCN(C(=O)c3ccco3)CC2)cc1	1	0%	-0.3	2%	-7	7%	-1	-6%	-5%
CN(C)CCCN(C(=O)CCSc1ccccc1)c1nc2cc3c(cc2s1)OCO3	1	-4%	-1.8	17%	-50*	u	-35	-27%	u
COC(=O)c1cn(CC(=O)NCc2cccs2)c2ccccc12	2	3%	2.1	-2%	-2	-22%	1	-4%	-14%
Cc1ccc2nc(SCC(=O)c3ccccc3)nc(=O)n2c1	0	-10%	0.1	3%	9	-6%	3	-3%	-2%
COc1cc(/C=N/N=C(N)N)ccc1OCc1ccccc1Cl	5	2%	-0.6	-1%	30	u	1	-5%	u
O=C(Nc1ccccc1N1CCOCC1)c1cc(=O)[nH]c2ccccc12	2	6%	-1.0	-1%	0	2%	1	-9%	4%
Cc1cccc(C)c1N1CCN(c2nc(N(C)C)oc(=O)c2C#N)CC1	5	4%	0.4	0%	13	5%	-1	-9%	-17%
C=CCNC(=O)c1cc2nc(C3CC3)cc(C(F)F)n2n1	x	-11%	-0.1	26%	-5	0%	26	-7%	-1%
Cc1ccnn1CC(=O)N/N=C/c1ccc([N+](=O)[O-])s1	-1	3%	1.2	-5%	-10	-26%	3	-9%	u
CCOC(=O)c1cc(-c2ccccc2)nn1Cc1ccccc1	x	x	x	2%	x	u	4	x	2%
Cc1ccc(C(=O)CSC2=C(C#N)C(c3ccco3)CC(=O)N2)c(C)c1 (stereo unspecified)	x	u	-2.0	10%	4	27%	-16	-22%	2%
CC1CCCCC12NC(=O)N(CC(=O)Nc1sccc1C(N)=O)C2=O (stereo unspecified)	-16	3%[11.6 µM]	-0.1	-2%	5	10%	-2	2%	-33%
O=C(O)CC/C(=C\c1ccc(N2CCOCC2)c([N+](=O)[O-])c1)c1nc2ccccc2s1	1	-3%	-0.1	-4%	-5	12%	-2	-18%	-7%
Cn1c(Cn2c(=O)sc3ccccc32)nnc1SCc1ccc(F)cc1	-5	1%	-3.0	4%	6	-16%	5	5%	-12%
O=C(NC(=S)N1CCCC(O)C1)c1ccco1 (stereo unspecified)	-2	-1%	1.8	-1%	2	12%	7	-3%	-16%
CCCn1c(SCC(=O)N2CCc3ccccc3C2)nc2c1c(=O)n(C)c(=O)n2C	x	-5%	-1.7	7%	7	32%[activator]	9	-1%	-2%
O=C(NCC1CCCO1)c1ccc2c(=O)n(-c3ccc(F)cc3)c(=S)[nH]c2c1 (stereo unspecified)	2	-7%	1.8	0%	-13	-10%	-3	2%	-8%
NC(c1csc(Nc2cc(Oc3ccccc3)ncn2)n1)C1CCCCC1 (stereo unspecified)	-3	7%	-0.6	-1%	-7	u	-9	6%	u
COc1ccc(CNC(=O)COC(=O)c2ccc(C)c(S(=O)(=O)N3CCOCC3)c2)cc1OC	-1	0%	-0.6	15%	0	7%	0	-5%	-32%
Oc1ccccc1C1=NCCNC(C(F)(F)C(F)F)=C1	2	-2%	0.3	0%	31	1%	1	-7%	-8%
O=C(NCCS(=O)(=O)NCCCc1ccccc1)c1ccccc1	-6	8%	1.0	10%	6	-2%	-1	1%	1%
Cc1ccc(S(=O)(=O)N2CCOCC2)cc1C(=O)Nc1c(C)n(C)n(-c2ccccc2)c1=O	x	9%	-2.2	-11%	20	3%	0	-6%	3%

A few values from the entries so far:
`O=C(CSc1nncs1)Nc1cccc2ccccc12` | GLP1R cytotox = -7%
`O=C1c2ccccc2C(O)N1Cc1ccc2c(c1)OCO2` (stereo unspecified) | GLP-1R inv ag = 12%
`O=C(NCC1CCCO1)c1ccc2c(=O)n(-c3ccc(F)cc3)c(=S)[nH]c2c1` (stereo unspecified) | D3 antag = -13
`CCN1C(=O)C(CC(=O)Nc2ccc(F)cc2)N(CCc2ccc(OC)cc2)C1=S` (stereo unspecified) | D3 antag = -18
`NC(c1csc(Nc2cc(Oc3ccccc3)ncn2)n1)C1CCCCC1` (stereo unspecified) | IL-2 act = -0.6
`Nc1ccccc1Sc1c[nH]c2ccccc12` | IL-2 act = -0.7
`CC1(C(=O)NC2CCCCCCC2)CCC(=O)N1CCN1CCOCC1` (stereo unspecified) | PLK1 PBD inh = 3%

The list continues:
SMILES	PI5P4Ka inh	WRN inhibitor	IL-2 act	GLP-1R agonist	D3 antag	GLP-1R inv ag	D3 ag	PLK1 PBD inh	GLP1R cytotox
O=C(/C=C/c1ccccc1)Nc1nnc(-c2ccco2)o1	4	-11%	3.5	-13%	-21	10%[0.307 µM]	0	-13%	8%[0.307 µM]
Cc1nc2c(ccc3nc(NC(=O)c4ccc5c(c4)OCCO5)sc32)s1	x	u	-0.7	1%	-21	0%	11	-7%&-18%	2%
O=c1[nH]c(CSc2nnc(-c3ccccc3)n2C2CCCCC2)nc2ccccc12	x	2%	-4.3	-2%	-17	0%	-2	-5%	-2%
Nc1c2c(nc3sc4c(c13)CCCCC4)CCCCC2	4	-14%	-3.8	11%	21	u	3	-2%	-19%
O=C(CCCCn1c(=O)c2ccccc2n(Cc2ccc(F)cc2)c1=O)NCc1ccco1	-2	-4%	-0.2	5%	3	u	-3	-3%	u
COc1ccc(NC(=O)Nc2cc3oc4ccccc4c3cc2OC)cc1	-5	3%	-3.3	-11%	-19	u	-19	-15%	10%
Cc1cc(C(=O)CCl)c(C)n1Cc1ccco1	-20	-13%	0.3	-33%[inhibitor]	-12	-11%[0.307 µM]	-11	u	13%[0.307 µM]

From PubChem BioAssay
